Lipid droplet: inhibitors of hepatocyte lipid droplet formation, primary screen, imaging, high-throughput imaging, BODIPY stain. AML12 mouse hepatocytes, oleate lipid droplets. inhibition, % at 6.5 µM. 0.4% of 240,000 active. AID 1656, 2009;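 active means lipid droplet intensity inhibited by at least 50%, with more than 500 cells counted; inconclusive means wells with under 300 cells, treated as cytotoxic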
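Material: mouse AML12 hepatocyte cell line, fixed after treatment; Timing: compound with oleate, overnight; Technique: high-content imaging of BODIPY-stained droplets and DAPI nuclei; Probe or stimulus: oleate, 100 µM final; Dosing: compound at 6.5 µM only.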
Ins promoter up: insulin promoter activators in MIN6 cells, imaging, high-content screening, mouse beta cells | MIN6 insulin promoter-GFP reporter; hits give high values | z-score at 5 µM | 0.3% of 190,000 active | AID 1625, 2009;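 active means z-score above 3 at 5 µM with at least 500 cells counted in the well; inconclusive means wells under 500 cells, flagged as cytotoxic or low count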
TNAP activation fold: human TNAP enzyme activators, primary screen, biochemical, luminescent, no phosphate acceptor, uHTS (AID 1001); Alkaline phosphatase, tissue-nonspecific isozyme (Homo sapiens); purified TNAP, luminescent activation assay, no phosphate acceptor; higher activation fold means a stronger effect; one-dose activation fold at 20 µM; EC50 in µM for titrated hits; 0.03% of 200,000 active; in the data active means activation fold from about 3, or a potency from the dose series; inactive means the rest, 99 in 100 with activation fold below about 1.6; further: many of its hits are not listed in these tables
b-catenin transl: modulators of beta-catenin nuclear translocation, primary screen, imaging, HeLa cells, immunofluorescence, high-content. 0.3% of 190,000 active. AID 1665, 2009. nuclear translocation activity, % at 5 µM;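 active means nuclear translocation activity above 50% at 5 µM, with a well cell count of 50 or more; inconclusive means wells under 50 cells across six images, flagged as toxic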;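 further: per-cell ratio of nuclear to cytoplasmic median beta-catenin stain intensity; plate controls were DMSO negative control for no effect and GSK-3 inhibitor IX positive control for full effect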
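System: Human HeLa cells, endogenous beta-catenin | Compound dosing: 5 µM primary, 0.02–20 µM confirmation | Timing: 24 h compound exposure at 37°C, 5% CO2 | Measured by: Fluorescence imaging of beta-catenin antibody stain plus DAPI | Read-out basis: % activation of per-cell nuclear versus cytoplasmic median beta-catenin signal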
Myeloid diff MLP: induction of myeloid progenitor differentiation, primary screen, cell-based, flow cytometry, MLPCN library; ER-HoxA9 myeloid progenitors, lysozyme-GFP differentiation; 1% of 360,000 active; calls only at 10 µM;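 active means normalized GFP-positive differentiation at or above the plate's own cutoff, the solvent-only control mean plus 3 SD; inconclusive means no clear call, values can overlap the other calls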;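 further: cells exposed to compound for four days before flow analysis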
human PMI inhibition: inhibitors of human PMI, primary screen, biochemical, fluorescence intensity, coupled assay (AID 1209). Mannose-6-phosphate isomerase (Homo sapiens). purified PMI enzyme, coupled fluorescence intensity; higher % means a stronger effect. inhibition, % at 20 µM; hits with a dose series show IC50 in µM. 0.42% of 190,000 active; in the data active means inhibition above about 50%;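 further: plate controls were DMSO vehicle for no effect and wells lacking substrate for full effect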
T cell modulator: modulators of CD8 T cell-vesicle binding, primary screen, mouse 2C CD8+ T cells, flow cytometry; 2C CD8+ T cell-vesicle binding; hits give low values; calls only at 7 µM; 0.068% of 330,000 active;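 active means response, share of CD8 T cells binding vesicles, and their 90th percentile fluorescence all below set limits, cut at about 80% in these data, passing the limit was not always enough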
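Benchmarks: naked versus QL9-loaded vesicles / Assay system: purified 2C TCR transgenic mouse naive CD8+ T cells / Technique: high-throughput flow cytometry with anti-B7-1 and anti-CD8 staining / Timing: Cell–vesicle co-incubation 1.5 h at 37 °C, staining 20 min on ice / Read-out: percent CD8+ FL2 mean versus row control / Probe or stimulus: QL9-loaded Drosophila micro-vesicles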
MT stabilizer: microtubule stabilizers in HeLa cells, primary screen, imaging, high-content imaging; HeLa tubulin immunostaining HCS, 24 h; share of cells brighter than vehicle mean+2SD; % tubulin-high responders, % at 10 µM; 0.83% of 200,000 active;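 active means plate Z-score above 3 for both tubulin-high and condensed-nucleus cell shares, with cell loss under 80%, at 10 µM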;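 further: anti alpha tubulin signal scored within the nucleus-defined area of each cell; some results filed as inactive read as strong as hits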
Dynein transport: inhibitors of GR-EGFP nuclear translocation, primary screen, dynein cargo transport inhibitor project, imaging, high-content, 3617.4 mouse cells; test concentration mostly 20 µM; stimulated with dexamethasone, 1 µM; hits give low values; z-score, hits read low; 0.47% of 220,000 active;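 active means plate z-score of nuclear minus cytoplasmic receptor signal below a set negative limit, without overly bright fluorescence or cell loss, cut at about -3.5 in these data, passing the limit was not always enough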;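 further: z-score of nuclear minus cytoplasmic ring GR-EGFP intensity difference per well; some compounds called inactive have numbers as strong as hits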
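Medium: Induction medium lacking tetracycline, stripped serum | Probe or stimulus: 1.0 µM final dexamethasone stimulus | Schedule: 48 h induction, then 1 h compound, then 30 min agonist, 37 °C | Signal: Automated 10x imaging of fixed Hoechst-stained cells | Evaluation: Per-cell GR-EGFP intensity, nucleus versus surrounding cytoplasmic ring, well-averaged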
Dynein transport cytoplasmic EGFP: further read-out of Dynein transport, marked with its call; z-score; measured here: cytoplasmic GR-EGFP intensity; hits give high values
Dynein transport nuclear GR-EGFP: recorded beside Dynein transport, whose call it bears; z-score; measured here: nuclear GR-EGFP intensity;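 lower value marks the stronger effect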
Dynein transport cell count: further read-out of Dynein transport, marked with its call; z-score; measured here: cell count per field
Ins promoter up cell count: further read-out of Ins promoter up, marked with its call; cell count; measured here: cytotoxicity, nuclei count;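 total cells summed across four imaged fields per well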
Lipid droplet cells 6.5 µM: further read-out of Lipid droplet, marked with its call; cell count; measured here: cell count, cytotoxicity flag;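 cells counted across two imaged fields per well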
b-catenin transl cell count 5 µM: also measured in b-catenin transl; calls as there; cell count; measured here: cell count, cytotoxicity flag
T cell modulator vesicle-bound %: also measured in T cell modulator; calls as there; double positive events, %; measured here: CD8+ vesicle-bound cell fraction;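 binding gate set so that unloaded-vesicle control wells show 10% double positive cells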
MT stabilizer Hoechst-high %: second read-out of MT stabilizer, no call of its own (marks repeat the call); % Hoechst-high responders; measured here: nuclear condensation Hoechst responders;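 share of cells brighter than vehicle mean plus two SD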
MT stabilizer cytotoxicity %: also measured in MT stabilizer; calls as there; toxicity, %; measured here: cytotoxicity by cell density;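 0% = mean cell density of plate MIN control wells and 100% = no cells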
Myeloid diff MLP GFP+ MAC1+ %: second read-out of Myeloid diff MLP, no call of its own (marks repeat the call); GFP+ MAC1+ double positive, %; measured here: differentiation confirmed by MAC1 staining
Numbers without * were called inactive; i = inactive; u = inconclusive; x = no result given.

Values in the order: Dynein transport cell count	MT stabilizer cytotoxicity %	Ins promoter up cell count	Dynein transport nuclear GR-EGFP	T cell modulator vesicle-bound %	b-catenin transl cell count 5 µM	T cell modulator	Dynein transport cytoplasmic EGFP	Myeloid diff MLP GFP+ MAC1+ %	Myeloid diff MLP	Lipid droplet cells 6.5 µM	MT stabilizer	TNAP activation fold	Lipid droplet	b-catenin transl	MT stabilizer Hoechst-high %	human PMI inhibition	Ins promoter up	Dynein transport
- Cc1ccc2oc(=O)c3cnn(CC(=O)NC4CCCCC4C)c3c2c1 (stereo not drawn)
  0.79	6.1	908	-0.26	31	x	i	-0.29	4.5	i	x	3.5	0.9	x	x	3.3	-9%	0.22	-0.66
- CC(C)(C)OC(=O)N/N=C/c1cn(-c2ccccc2)nc1-c1cccnc1
  -0.17	7.3	1282	-0.38	28	1087	i	-0.29	0.3	i	721	3.2	1.1	-23	0.5	2.2	0%	-0.94	0.33
- CCCCNC(=O)c1ccccc1NC(=O)c1ccc2c(c1)OCO2
  0.73	12	1460	-0.29	54	1543	i	-0.3	0.5	i	633	1.6	1.1	5	1.1	2.0	-1%	-0.62	-0.74
- O=S(=O)(c1ccc(Cl)cc1)N1CCN(c2ccc(N3CCOCC3)nn2)CC1
  0.41	0.2	1022	1.1	32	1114	i	-0.24	0.6	i	x	2.4	1.2	x	2.9	1.7	-1%	0.26	0.96
- Cc1ccn2cc(-c3cccc(NS(C)(=O)=O)c3)nc2c1
  0.89	9.6	1516	-0.19	23	1072	i	-0.24	0.1	i	644	3.6	1.1	-5	0.0	2.0	8%	0.13	-0.55
- N/C(=N\OC(=O)c1ccc(Br)o1)c1cccnc1
  0.64	7.8	1119	-0.053	32	1137	i	-0.31	0.4	i	623	3.3	1	-3	-1.6	1.6	-36%	-0.02	0.53
- C/C(=N/NC(=O)c1ccco1)c1cccnc1
  0.0073	3.3	1131	0.33	53	1132	i	-0.32	0.2	i	663	1.9	1.1	0	-0.4	2.5	1%	-0.34	0.37
- CCCCN(C)C(=O)CCC(=O)NNc1nc2ccccc2c2nc(C)nn12
  0.017	13	x	0.36	9	1123	i	-0.23	0.2	i	625	1.8	2	-7	-2.4	1.7	9%	x	0.5
- CSc1nc2ccc(NC(=O)c3nn(C(C)C)c(=O)c4ccccc34)cc2s1
  0.73	2.4	1237	-0.32	51	911	i	-0.32	0.6	i	646	5.5	1.1	1	-0.7	3.0	14%	1.1	-0.22
- O=C(CSc1nc2ccccc2o1)NCc1ccc2c(c1)OCO2
  -0.56	8.6	2013	-0.0075	30	1119	i	-0.074	4.4	i	635	2.1	1.2	11	2.1	3.6	19%	0.63	-0.58
- COc1ccc(-n2c(SCC(N)=O)nc3sc4c(c3c2=O)CCC4)cc1
  -0.77	0.7	1458	0.98	35	1043	i	-0.23	1.3	i	726	3.1	1.1	2	-1.2	1.9	48%	-0.36	1.8
- CCOC(=O)C1(CC2CCCCO2)CCN(S(=O)(=O)c2cccc(F)c2)CC1 (stereo not drawn)
  -1	4.5	1415	1.2	15	1073	i	0.59	1.1	i	726	2.5	1.1	14	1.0	0.8	12%	0.61	1.6
- c1coc(CNc2c3c(nc4ncnn24)CCC3)c1
  0.21	14	1015	-0.065	37	1034	i	-0.15	0.8	i	x	7.4	1.1	x	-0.3	1.9	-8%	-1	-0.55
- CCOC(=O)/C(C#N)=C(\N)C(C)C(=O)Nc1ccccn1 (stereo not drawn)
  0.004	6.0	1069	0.38	54	963	i	-0.19	0.0	i	x	4.3	1.2	x	-7.0	3.0	1%	0.44	0.37
- O=C(Nc1nc(-c2ccc(F)cc2)cs1)c1cnccn1
  -0.16	2.8	1118	-0.24	8	971	i	-0.23	0.4	i	717	3.9	1.1	8	0.5	2.2	1%	-0.33	0.022
- CC1CN(C(=O)c2ccc(COc3ccc4ccccc4c3)o2)CC(C)O1 (stereo not drawn)
  -0.25	6.8	x	-0.13	37	985	i	0.36	0.7	i	723	2.9	1	-14	-0.7	1.0	23%	x	-0.67
- O=C(NC(NC1CCS(=O)(=O)C1)C(=O)c1cccs1)c1ccccc1 (stereo not drawn)
  -0.26	7.1	x	-0.36	48	x	i	-0.24	x	x	697	2.4	1.2	-11	x	1.2	0%	x	-1.1
- O=C(c1ccc(S(=O)(=O)Cc2cc(F)ccc2F)c([N+](=O)[O-])c1)N1CCCC1
  1.3*	8.3	1053	-2.1*	40	1066	i	0.2*	2.1	i	735	3.6	1.1	-9	-1.0	2.9	-9%	0.6	-4.6*
- COc1ccc(NS(=O)(=O)c2cc(NC(=O)c3cnccn3)ccc2OC)cc1Br
  -0.27	15	1328	0.47	21	982	i	-0.33	0.4	i	709	9.8	1	-12	0.1	25	14%	-0.25	0.46
- CCCNC(=O)c1cc(-c2ccc(OC)cc2)n(CCCOC)c1C
  -0.048	3.7	1505	0.46	13	1080	i	-0.21	0.6	i	671	2.4	1.1	-10	-1.0	3.8	14%	0.19	-0.68
- Cc1ccccc1Cn1c(=O)n(CC2CCC(C(=O)NCCc3ccccc3)CC2)c(=O)c2ccccc21 (stereo not drawn)
  -1	6.6	1221	1.2	39	1019	i	-0.25	0.7	i	702	2.3	1.2	15	2.1	4.0	6%	-0.21	1.1
- CC(=O)c1cccc(NC(=O)c2cc(-c3ccc(C)cc3)on2)c1
  -0.027	0.4	1336	0.58	24	979	i	0.53	5.2	i	683	2.9	1	-31	0.1	2.9	14%	0.41	0.37
- Cc1ccc(S(=O)(=O)N2CC3CCC2C3)cc1 (stereo not drawn)
  0.5	8.4	1212	-0.42	35	894	i	-0.41	x	x	x	2.9	1.1	x	-0.7	2.8	12%	0.26	-0.57
- CC/C(C)=N/Nc1cccc([N+](=O)[O-])c1
  -1.3	10	1467	1.3	57	1137	i	-0.031	0.0	i	626	7.6	1.1	7	1.3	1.9	-41%	-0.34	1.6
- O=C(NC1CCN(Cc2ccccc2)CC1)C1CCN(c2nnc(-n3cccc3)s2)CC1
  0.66	9.0	x	0.32	64	1093	i	-0.16	x	u	639	2.0	1	-28	-0.3	2.8	4%	x	0.18
- COc1cc(NC(=O)C2CCCO2)c(C(=O)O)cc1OC (stereo not drawn)
  0.44	7.6	1258	0.21	26	1143	i	0.29	2.1	i	785	4.3	1	0	-3.0	2.3	-8%	0.13	0.31
- O=C(Cc1c(F)cccc1Cl)Nc1ccc(-n2cnnn2)cc1
  0.38	2.8	x	-0.39	32	1068	i	-0.23	0.3	i	766	3.0	1.1	2	-0.9	3.7	-24%	x	-0.85
- CCOc1ccccc1CNCCO
  -0.063	19	x	-0.25	40	418	i	-0.25	1.9	i	740	2.5	1	3	-0.5	1.9	-18%	x	-0.73
- COC(=O)c1cc2sccc2n1CC(=O)N(C)c1ccccc1
  0.52	6.3	1467	0.37	39	998	i	-0.35	0.1	i	691	1.2	1	-8	-4.2	1.2	10%	-0.38	-0.16
- CC(c1cccnc1)N(CCN(C)C)C(=O)Nc1ccc(Cl)c(Cl)c1 (stereo not drawn)
  0.12	5.2	x	-0.49	21	x	i	-0.17	1.5	i	x	3.1	x	x	x	3.1	x	x	-1
- CCN1CCN(Cc2ccc(NC(=O)Nc3ccccc3)cc2)CC1
  0.29	6.1	x	-0.38	40	1110	i	-0.19	3.3	i	625	3.4	1	13	-0.2	2.3	17%	x	-1.1
- CCOC(=O)C1=C(C)N(c2ccc(Cl)cc2)C(=O)NC1c1cccc([N+](=O)[O-])c1 (stereo not drawn)
  -0.16	7.3	1592	-0.022	52	1180	i	-0.23	0.5	i	622	3.6	1.1	-16	-3.5	4.1	23%	0.24	-0.48

Looked up above:
`Cc1ccn2cc(-c3cccc(NS(C)(=O)=O)c3)nc2c1` | MT stabilizer Hoechst-high % = 2.0
`COc1ccc(-n2c(SCC(N)=O)nc3sc4c(c3c2=O)CCC4)cc1` | Lipid droplet = 2

Screening results (PubChem BioAssay)
